TSHR antagonist: human thyrotropin receptor antagonism. 0.2% of 330,000 active. AID 504810. P16473. activity change, negative = inhibition, % at 11.5 µM. TSHR-expressing cells, TSH-stimulated cAMP HTRF, 2 h; stronger effect = lower value;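 active = activity change below a set negative limit, meaning inhibition stronger than a set level, cut at about -70% in these data; inconclusive = activity change between two set negative limits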; note: % is set by controls: 0 for no effect and ±100 for the full control effect
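Competitive HTRF cAMP read-out (cryptate anti-cAMP antibody, cAMP-d2; 30 min, room temperature) in freshly harvested TSHR cells. Compounds added before TSH at EC80 (4nM final), followed by 2 hours' incubation at 37 deg C.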
Mito fusion yeast: blocks mitochondrial division or promotes mitochondrial fusion; Potency, µM (highest dose often 46.1 µM), inactives show at the top dose growth rescue (activation), actives largely listed as activators; S. cerevisiae fusion-defective mutant growth rescue, CellTiterGlo 48 h; 0.23% of 320,000 active;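 note: potency is the fitted concentration of half-maximal effect; % of control where 0% means no effect; nearly all actives have a fitted effect of over 45% in size; temperature-sensitive fusion mutants such as fzo1-1 at 37 °C on non-fermentable ethanol glycerol medium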
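Growth-rescue viability read-out: after 48 h at the non-permissive 37C in glycerol/ethanol YPEG, yeast mitochondrial fusion mutants are measured by CellTiterGlo luminescence; compounds (23 nl pinned per well) restoring growth score as division inhibitors or fusion activators.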
a7 integrin act: activators of alpha7 integrin expression for muscular dystrophy. AID 624291. Potency, µM (series often up to 38.3 µM), without a hit: top-dose activation, most hits filed as activators. alpha7betagal myoblasts, beta-gal FDG fluorescence, 48 h. 0.064% of 350,000 active;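 note: potency is the fitted concentration of half-maximal effect; 100% = response of the positive control SU9516; nearly all actives have a fitted effect of over 60% in size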
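Alpha7betagal+/- myoblasts (passage 13) were plated 16-24 hr, then exposed to compounds (1:260 dilution of DMSO stock) for 48 hours at 37C. After MPER lysis, β-galactosidase reporter activity was read as FDG fluorescence (ex 480/em 540) after 30 minutes.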
TCR act: T cell receptor activation | 330,000 tested, under 10 active | Potency, µM (doses to about 9.22 µM), without a hit: at the highest dose activation of IL-2 secretion, actives largely listed as activators | primary human leukocytes, anti-CD3, IL-2 HTRF, 48 h | AID 504894; note: % of control where 0% means no effect
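Using a-CD3 beads without co-stimulation, primary human leukocytes were exposed to compounds for 48 hr. An HTRF IL-2 kit measured the cytokine, with europium-to-d2 energy transfer producing emission at 665nm upon 320nm excitation.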
Eya2 inh: Eya2 (human) phosphatase inhibition. 0.006% of 330,000 active. AID 488837. recombinant Eya2, OMFP fluorescence dephosphorylation (OMFP is methylfluorescein phosphate). O00167. Potency, µM (top dose mostly 76.9 µM), without a hit: top-dose activity, negative = inhibition, usual class: inhibitors; note: potency is the fitted concentration of half-maximal effect; % is set by controls: 0 for no effect and ±100 for the full control effect
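Eya2 protein (added as 0.2 uM solution) was preincubated with compound for 10 min at ambient temperature in 50 mM HEPES pH 7.5, 50 mM NaCl, 5 uM MgCl2, 0.05% BSA, 1 mM DTT. OMFP (added at 50 uM) then reacted 10 min; fluorescence read at 485/525 nm.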
Chronic BCR inh: inhibitors of chronic active B-cell receptor signaling. 0.05% of 340,000 active. AID 493014. ABC-DLBCL IkBa-CBG/CBR reporter, luminescence ratio, 4 h. Potency, µM (titrated, usually from 46.1 µM), for the others: at the highest dose ratio change, negative = lower green/red ratio, most hits filed as inhibitors; active = well fitted inhibition curve with a large enough effect in the signal ratio, with a control signal flat, not every such curve was filed as active; inconclusive = small, poorly fitted or top-dose-only effect, or effect the other way, or a change in a side signal; the % refers to the signal ratio;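 note: potency is the fitted concentration of half-maximal effect; plate controls were basal doxycycline-induced cells for no effect and cells given 10 µM MG132 for full effect; MG132 reads +100%, hits lower the ratio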
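Doxycycline induced both beetle luciferases in TMD8 lymphoma cells; IKK-driven degradation limits the IkappaBalpha-fused green signal, while red luminescence normalises for cell number and nonspecific effects. Compounds tested up to 46 uM, 4 hrs.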
ELG1 DNA repair: blocks ELG1-dependent DNA repair in HEK293T cells. Potency, µM (highest dose often 46.1 µM), inactives show at the highest dose activity change, negative = inhibition, usual class: inhibitors. HEK293T ELG1-luciferase reporter, luminescence, 16 h; DNA damage induced by 5-fluorouridine. AID 504467. 2.3% of 330,000 active; note: potency is the fitted concentration of half-maximal effect; % is set by controls: 0 for no effect and ±100 for the full control effect; nearly all actives have a fitted effect of over 55% in size
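Overnight (16 hr) co-exposure of 2,000 cells/well to 5-fluorouridine and compound at 37 °C preceded detection. Luciferase was quantified via ONE-Glo luminescence; loss of signal denotes inhibition.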
Tb PFK inh: inhibitors of T. brucei phosphofructokinase. O15648. 0.17% of 330,000 active. T. brucei PFK, ADP-Glo luminescence. Potency, µM (top dose mostly 57.5 µM), inactives show top-dose activity, negative = inhibition, hits mostly inhibitors. AID 485367;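 note: potency is the fitted concentration of half-maximal effect; 0% = uninhibited 1x PFK enzyme wells and -100% = no-enzyme wells; nearly all actives have a fitted effect of over 60% in size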
Target sequence (O15648 whole entry, looked up): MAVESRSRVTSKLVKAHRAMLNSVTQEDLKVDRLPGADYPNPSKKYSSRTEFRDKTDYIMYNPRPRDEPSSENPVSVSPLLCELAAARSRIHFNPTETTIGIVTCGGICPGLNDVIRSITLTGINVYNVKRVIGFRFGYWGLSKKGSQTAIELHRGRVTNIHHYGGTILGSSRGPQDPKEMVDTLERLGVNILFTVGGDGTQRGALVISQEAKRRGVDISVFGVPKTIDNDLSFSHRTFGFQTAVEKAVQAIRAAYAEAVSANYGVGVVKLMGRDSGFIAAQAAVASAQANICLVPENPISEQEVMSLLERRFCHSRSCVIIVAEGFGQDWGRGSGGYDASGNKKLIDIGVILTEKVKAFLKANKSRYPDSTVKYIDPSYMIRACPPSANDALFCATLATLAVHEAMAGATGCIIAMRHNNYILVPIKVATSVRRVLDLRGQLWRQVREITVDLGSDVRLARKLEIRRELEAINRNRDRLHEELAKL
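Compounds were pin-transferred as a titration series up to 57 uM into substrate buffer (0.5 mM F6P, 0.1 mM ATP, pH 8.0), then 1.25 nM PFK was added and reactions ran 45 min before ADP-Glo detection.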
TSG101-PTAP inh: blocks PTAP/TSG101 interaction to inhibit HIV-1 budding; Q99816; Fluorescence polarization, FITC-PTAP peptide / Tsg101 binding; Potency, µM (titrated, usually from 115 µM), without a hit: top-dose activity change, negative = inhibition, usual class: inhibitors; 340,000 tested, under 10 active; AID 493005; active = well fitted inhibition curve with a large enough effect in the main read-out, with a control signal flat, not every such curve was filed as active; inconclusive = small, poorly fitted or top-dose-only effect, or effect the other way, or a change in a side signal; inactive = no such curve, though single readings can be large or run the other way; note: potency is the fitted concentration of half-maximal effect; % of control where 0% means no effect
Target sequence (Q99816 whole entry, looked up): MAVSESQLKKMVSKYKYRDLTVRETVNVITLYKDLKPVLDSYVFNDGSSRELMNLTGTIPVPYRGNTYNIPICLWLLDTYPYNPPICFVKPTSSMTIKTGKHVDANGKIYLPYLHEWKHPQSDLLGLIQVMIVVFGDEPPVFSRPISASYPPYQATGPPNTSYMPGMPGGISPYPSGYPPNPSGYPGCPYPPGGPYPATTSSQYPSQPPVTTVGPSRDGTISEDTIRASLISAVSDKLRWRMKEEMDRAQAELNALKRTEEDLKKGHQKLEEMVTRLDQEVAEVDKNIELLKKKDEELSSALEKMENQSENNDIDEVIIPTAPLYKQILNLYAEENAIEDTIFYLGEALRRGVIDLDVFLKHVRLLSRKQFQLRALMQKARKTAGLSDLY
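Fluorescence polarization binding of Tsg101 binding domain (10 uM final) to FITC-labeled PTAP peptide (50 nM final) in HEPES pH 7.5 buffer with NaCl, Tween 20, EDTA, TCEP. Compounds added before peptide; binding 20 min at RT.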
ASM inhibitor: inhibitors of human secretory acid sphingomyelinase. placental ASM, HMU-PC fluorogenic substrate, 60 min. AID 504937. Potency, µM (titrated, usually from 57.5 µM), for inactives: top-dose activity change, negative = inhibition, usual class: inhibitors. 0.006% of 340,000 active. P17405; note: potency is the fitted concentration of half-maximal effect
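qHTS format. ASM enzyme prepared from human placenta hydrolyses the fluorogenic substrate HMU-PC0 (9 uM final) over 60 min at 37 °C after a 10 min compound preincubation.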
AT treatment: potential ataxia-telangiectasia treatment; […] A-T fibroblasts, KAP-1 phosphorylation AlphaLISA; neocarzinostatin DNA damage 30 min before lysis; 0.19% of 320,000 active; Potency, µM (highest dose often 57.5 µM), for the others: top-dose activation, usual class: activators; AID 485349; note: potency is the fitted concentration of half-maximal effect; % of control where 0% means no effect; nearly all actives have a fitted effect of over 45% in size
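ATM-like activity read as KAP-1 phosphorylation via AlphaLISA donor/acceptor antibody pairs after lysis and 6 hr at 25C. Cells were ATM-null patient fibroblasts ([…], hTERT), dosed 60 min, then exposed to the DSB inducer NCS for 30 min.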
* hit, by the source's call; ? = inconclusive; / = not tested or not shown; [ ] = remark or other dose. Unless noted, calls come from the whole dose curve; as a rule, active = well fitted curve in the direction sought with a large enough effect; inconclusive = small, poorly fitted or top-dose-only effect, or another doubt; inactive = no such curve, though single readings can be large; an effect the other way counts as inactive or inconclusive.

Second line of a record – TSHR antagonist | Mito fusion yeast | a7 integrin act | TCR act | Eya2 inh | Chronic BCR inh | ELG1 DNA repair | Tb PFK inh | TSG101-PTAP inh | ASM inhibitor | AT treatment
- Cc1ccc(NC(=O)CSCC(=O)NC2CCCCC2)cc1
  13 | -4% | -13% | -4%[46.1 µM] | 4% | -5% | 5% | -5% | -6% | 4% | -2%
- COc1ccc(C(=O)Nc2ccc(Cl)cn2)cc1Cl
  -4 | 3% | ? | 0% | 2% | ? | ? | 3% | -9% | -1% | 2%
- COc1ccc(NC(=O)c2cccs2)cc1O
  -22 | 1% | 24% | -5% | -6% | ? | ? | 6% | 1% | -2% | 5%
- COC(=O)c1sc(N2CCN(c3ccc(Cl)cc3)CC2)nc1N
  -26 | 5% | -55%[inhibitor] | -2% | -16% | -13% | 23µM* | -4% | 0% | -12% | -3%
- CCC/C(O)=C1\C(=O)CC(c2ccccc2)CC1=NCCc1c(C)[nH]c2ccccc12 (centres undefined)
  -1 | 26% | -23% | 3% | 6% | 1% | ? | 2% | 3% | -7% | -9%
- CCCCNCC#CCOc1cc(C)ccc1C(C)C
  11 | -22% | -5% | 3% | -9% | ? | ? | -24% | -4% | -1% | -5%
- COc1ccccc1C(CNC(=O)CN(C)S(=O)(=O)c1ccc(C)cc1)N1CCCC1 (centres undefined)
  / | 7% | -29% | 2% | 5% | 1% | 1% | 19% | -4% | 1% | 22%
- COc1ccc(C(=O)Nc2cc(C(=O)c3ccccc3)c(C)oc2=O)cc1
  -5 | -4% | -62%[inhibitor] | 4% | 18% | 5% | 29% | ? | 0% | -7% | 36%
- COc1cccc(N2CCN(CC(=O)NC(C)c3ccccc3)CC2)c1 (centres undefined)
  11 | 0% | -11% | -8% | -7% | ? | -9% | -4% | 1% | 2% | 2%
- Cc1ccc(CNc2ncnc3cc(Cl)ccc23)cc1
  -21 | 31% | 0% | 4% | -4% | -1% | ? | -28% | -4% | 3% | -10%
- O=C(c1cccs1)N1N=C(c2ccccc2)CC1c1ccc(O)cc1 (centres undefined)
  33 | ? | -23% | -2%[46.1 µM] | -2% | ? | 2% | -3% | -2% | -26% | -20%
- COc1ccc(Cn2cnc([N+](=O)[O-])c2)cc1[N+](=O)[O-]
  1 | 3% | -8% | 5% | ? | -13% | 0% | -17% | -2% | -3% | -3%
- CN1CC(=O)N(CC(=O)Nc2ccc(F)cc2)c2ccccc2C1=O
  17 | 1% | 19% | 14% | 17% | -6% | -4% | 1% | 1% | 3% | 7%
- CCc1ccc(-c2cc(C)no2)cc1S(=O)(=O)N1CCN(c2ccc(OC)cc2)CC1
  -34 | 5% | -19% | -6% | -3% | 3% | -26% | 4% | 0% | -25% | 1%
- CCn1c(C(C)NC(=O)c2ccc(OC)c(OC)c2)nc2ccccc21 (centres undefined)
  3 | 2% | -15% | 1% | 17% | 0% | -16% | 1% | -9% | 1% | 3%
- O=C(NCc1ccncc1)c1nc(-c2cccs2)no1
  -1 | 3% | -8% | 3% | 1% | 0% | -11% | 1% | -3% | -1% | 2%
- COC(=O)CCC(=O)OC1(C)C(=O)C=C2C=C(C3CC3)N(CC(C)C)C=C2C1=O (centres undefined)
  12 | -4% | / | / | 6% | 7% | 4% | 3% | / | / | 48%
- CC1CCCCC1NC(=O)CCn1c(=O)oc2ccccc21 (centres undefined)
  2 | 0% | -12% | 2%[46.1 µM] | -1% | -4% | 14% | 1% | -3% | 4% | -3%
- COc1ccc(NC(=O)C(=O)NCCC2CCCCN2S(=O)(=O)c2ccccc2)cc1 (centres undefined)
  -8 | 10% | -7% | -2% | 13% | -3% | ? | 2% | -2% | -6% | -3%
- Cc1c(Cl)cccc1NC(=O)N1CCCC1
  11 | 20% | 5% | -66% | 8% | -12% | 6% | -8% | 0% | -1% | 4%
- O=c1[nH]c(CSc2nnc(Nc3ccccc3)s2)nc2ccccc12
  -8 | -1% | 0% | 9% | 19% | 0% | -3% | 1% | 0% | -2% | 3%
- O=C(O)c1cc2ccccc2n1-c1ccccc1
  -9 | -5% | 12% | 3% | 3% | 0% | 11% | 3% | -2% | 3% | -8%
- O=C(/C=C/c1ccccc1[N+](=O)[O-])NCc1ccccc1Cl
  -14 | -3% | 23% | 9% | -2% | -1% | -2% | -2% | -5% | 0% | -2%
- O=C(CN(Cc1ccco1)S(=O)(=O)c1ccccc1)N/N=C/c1ccccc1C(=O)O
  14 | -3% | -1% | -4% | 0% | 15% | 15% | 1% | 2% | 5% | -5%
- S=c1[nH]nc(CSCc2ccccc2Cl)n1C1CCCCC1
  -13 | 0% | 6% | 0% | 2% | -3% | ? | -2% | -1% | 0% | -2%
- COCCNC(=S)NC(=O)c1ccc(C(C)(C)C)cc1
  -14 | -2% | 8% | 1% | 2% | 0% | ? | -2% | -2% | 2% | -1%
- O=C(O)COc1ccccc1/C=C1\SC(=O)N(Cc2ccc(F)cc2)C1=O
  -18 | -12% | -39% | 4% | 4% | -10% | 1% | 1% | -2% | 19% | -2%
- CS(=O)(=O)N(CC(=O)NCc1ccc2c(c1)OCO2)Cc1ccccc1
  2 | -2% | -8% | / | -2% | ? | 7% | -10% | -7% | 0% | -7%
- COc1ccc(/C=C/C(=O)NCCCn2ccnc2)cc1
  0 | -3% | 20% | 3%[46.1 µM] | -7% | ? | 1% | 0% | 1% | 4% | 3%
- CCOC(=O)C1=CN(Cc2cccc(I)c2)S(=O)(=O)N(C)C1C (centres undefined)
  -3 | / | -1% | 2%[46.1 µM] | -6% | ? | -4% | -1% | -1% | 0% | 1%[11.5 µM]
- CC(=O)OC1c2ccccc2C(=O)N1Cc1ccccc1 (centres undefined)
  4 | 2% | 4% | -15% | 7% | 3% | 4% | -4% | -4% | 0% | 1%
- CCOc1ccc(NC(=O)c2cc(S(=O)(=O)N3CCOCC3)cs2)cc1
  -7 | -2% | -2% | -7% | 17% | 1% | -25% | 0% | 0% | -1% | 8%
- O=C(O)/C=C/C(=O)NNc1ncnc2ccccc12
  21 | -1% | 13% | -3% | 8% | 10% | ? | 8% | 0% | -4% | ?
- CCOc1ccccc1NC(=O)C(=O)NCC1CCCN1CC (centres undefined)
  -1 | 4% | -8% | -1% | -3% | ? | -2% | 7% | -1% | -2% | -4%
- COc1ccccc1NS(=O)(=O)c1ccc(O)c(C(=O)OCc2cccc([N+](=O)[O-])c2)c1
  1 | 23% | 14% | -9% | 19% | -1% | -3% | -3% | -2% | -1% | 10%
- O=C(NNc1ccccc1Br)C(O)(c1cccc(C(F)(F)F)c1)c1cccc(C(F)(F)F)c1
  -15 | -21% | -55%[inhibitor] | -10% | -5% | ? | ? | -7% | ? | -20% | 4%
- Cn1c(COc2cccc3cccnc23)nnc1SCC(=O)O
  -8 | -2% | ? | -10% | 4% | -7% | 7% | -4% | -1% | -3% | 5%
- CCOc1ccc(N(CC)S(=O)(=O)c2ccc3c(c2)n(C)c(=O)c(=O)n3C)cc1
  5 | -2% | 17% | 1% | 16% | 5% | 13% | 1% | -2% | 3% | 12%
- O=C(Nc1ccccc1C(=O)OCC(=O)c1c[nH]c2ccccc12)c1ccco1
  20 | 4% | -4% | 3%[46.1 µM] | -1% | -9% | ? | 2% | -1% | -9% | 3%
- COc1cccc(/C=C/C(=O)OCC(=O)N2CCN(c3ccccc3)CC2)c1
  -8 | 3% | -42% | -5% | 0% | ? | ? | -4% | -5% | -1% | 0%

This is a random part of the collection; about 3.2% have a hit in one of these screens.
